RNase H inhibition = RNase H inhibition, HIV 1 Gag Pol polyprotein, FRET biochemical assay, screening (AID 372); HIV-1 RT RNase H, FRET RNA/DNA substrate fluorescence; higher % means a stronger effect; one-dose inhibition, % at 10 µM; IC50 in µM for titrated hits; 100,000 tested, 0.77% active; in the data active means inhibition above about 50%
An asterisk follows results filed as active.

SMILES	RNase H inhibition
COc1ccccc1/C=C/C(=O)c1ccc(Cl)cc1	12%
CCOc1ccc(NC(=O)CCC(=O)OC)cc1	2%
O=C(/C=C/c1ccc(Cl)cc1)Nc1ccc(Cc2ccncc2)cc1	20%
O=C(Nc1ccc2nn(-c3ccc(Br)cc3)nc2c1)c1cccnc1	6%
COc1ccc2oc(=O)c(-c3nnc(Nc4ccccc4Cl)s3)cc2c1	9%
CSc1nc2ccccc2c(=O)n1C1CCCC1	3%
CN1CCc2c(sc3nc(SCC(=O)c4ccccc4)n(-c4ccccc4)c(=O)c23)C1	4%
O=C(O)COc1ccc(/C=C2\C(=O)NC(=O)N(c3ccc(Cl)cc3Cl)C2=O)cc1Cl	4%
COC(=O)c1cc2nc(-c3ccc(OC)c(OC)c3)cc(C(F)(F)F)n2n1	3%
CCN1C(=O)/C(=C/c2ccccc2OCCOc2ccc(Cl)c(C)c2)SC1=S	24%
CN(C)Cc1c(O)ccc2c(=O)c(-c3ccc(Cl)cc3Cl)coc12	1%
Cc1ccc(CCC(=O)Nc2ncc(Cc3cccc(Cl)c3)s2)o1	18%
COc1cccc(C(=O)N2c3ccccc3C(N(C(=O)C(F)(F)F)c3ccccc3)CC2C)c1 (configuration not stated)	19%
CCOC(=O)C1=C(C)N=c2s/c(=C\c3ccc(OCc4ccc([N+](=O)[O-])cc4)c(OC)c3)c(=O)n2C1c1ccc(OC)cc1 (configuration not stated)	2%
CC1CCN(CCCCOc2ccc(Cl)cc2)CC1	1%
C(=NN1CCN(Cc2ccccc2)CC1)c1ccncc1	14%
O=C(Nc1cccnc1)c1ccc(-c2ccc(Cl)cc2)o1	0%
CC(C)Oc1ccc(CC2CC(=O)NC2=O)cc1 (configuration not stated)	1%
O=C1NC(=Nc2ccc(Br)cc2)S/C1=C\c1ccccc1[N+](=O)[O-]	7%
CCn1c2ccccc2c2cc(NC(=O)c3ccccc3Cl)ccc21	18%
COc1ccccc1/C=c1\sc2nc(-c3ccc(C)cc3)nn2c1=O	0%
O=C(CN(c1cccc(Cl)c1)S(=O)(=O)c1ccccc1)NN=C1CCCCCC1	0%
COc1ccc(OC)c(Nc2nc(-c3sc(N)nc3C)cs2)c1	27%
CCN1CCN(Cc2c(O)ccc3c(=O)c(-c4ccccc4OC)c(C(F)(F)F)oc23)CC1	0%
Cc1ccc(OCC(=O)Nc2ccc3c(c2)OCCO3)cc1C	3%

2 entries drawn at random from those above:
SMILES	RNase H inhibition
CN1CCc2c(sc3nc(SCC(=O)c4ccccc4)n(-c4ccccc4)c(=O)c23)C1	4%
CSc1nc2ccccc2c(=O)n1C1CCCC1	3%

Remaining list, next part:
SMILES	RNase H inhibition
Oc1c(I)cc(I)cc1C=Nc1ccccc1	6%
C=CCc1cccc2cc(C(=O)NCCc3ccccc3)c(=O)oc12	16%
COc1ccc(NC(=O)c2ccccc2C)cc1OC	0%
CCOc1cc(C2C(C(=O)OC)=C(C)NC3=C2C(=O)CC(C)(C)C3)ccc1OC(C)=O (configuration not stated)	10%
O=C(Nc1ccccc1)c1cc(S(=O)(=O)NC2CCCCC2)ccc1Br	5%
CC1CCCC(N2CCN(Cc3cccnc3)CC2)C1 (configuration not stated)	5%
COc1ccccc1N1CCN(/N=C\c2ccc([N+](=O)[O-])cc2)CC1	9%
O=C1CC(c2ccccc2Cl)CC(O)=C1C=Nc1ccccc1 (configuration not stated)	15%
OCCNCCOc1ccc(Cl)cc1Cl	13%
FC(F)(F)c1ccc2c(c1)N(CCCN1CCN(C3C4CC5CC(C4)CC3C5)CC1)c1ccccc1S2 (configuration not stated)	3%
O=C(Nc1ccc(F)c([N+](=O)[O-])c1)c1ccc(-c2ccc(Cl)cc2Cl)o1	7%
O=C1CCCCC(=O)N(c2ccccc2)c2ccccc21	5%
Cc1cccc(NC(=O)c2cnn(-c3ccccc3)c2NC(=O)c2ccccc2Br)c1	15%
COc1ccc(NC(=O)/C(C#N)=C/c2ccc(-c3ccccc3C(=O)O)o2)cc1	0%
COc1ccc(C2C=C(Nc3ccc(C)cc3)C(=O)N2c2ccc(C)cc2)cc1OC (configuration not stated)	17%
O=Cc1ccc(-c2ccc([N+](=O)[O-])cc2[N+](=O)[O-])o1	9%
CCOC(=O)C1=C(C)N=c2s/c(=C\c3ccc(OCc4ccc([N+](=O)[O-])cc4)c(OC)c3)c(=O)n2C1c1ccccc1 (configuration not stated)	10%
COc1ccc(/C=C/C(=O)O)cc1S(=O)(=O)Nc1ccc(C(=O)O)c(O)c1	8%
Cc1ccc(N2CCN(/N=C\c3ccc(C(C)C)cc3)CC2)cc1	11%
CCOC(=O)C1=C(C)N=c2s/c(=C\c3cc(Cl)cc(Cl)c3O)c(=O)n2C1c1ccc2c(c1)OCO2 (configuration not stated)	0%
N=C(SC1CC(=O)N(c2ccccc2Cl)C1=O)N1N=C(c2cccs2)CC1c1ccc(Br)cc1 (configuration not stated)	15%
O=C(N/N=C/c1ccc(Cl)c(Cl)c1)C1CC(=O)N(c2ccccc2)C1 (configuration not stated)	4%
CN(C)c1ccc(/C=N/NC(=O)c2ccc(N3CCCC3=O)cc2)cc1	0%
O=C(NCCN1CCCC1=O)Nc1ccccc1	7%
OCC1(CO)COC(c2ccccc2)=N1	3%

Single entries from the results shown:
O=C1CC(c2ccccc2Cl)CC(O)=C1C=Nc1ccccc1 (configuration not stated) – RNase H inhibition = 15%
O=C(Nc1ccc(F)c([N+](=O)[O-])c1)c1ccc(-c2ccc(Cl)cc2Cl)o1 – RNase H inhibition = 7%
O=C(Nc1ccccc1)c1cc(S(=O)(=O)NC2CCCCC2)ccc1Br – RNase H inhibition = 5%
COc1ccc(NC(=O)/C(C#N)=C/c2ccc(-c3ccccc3C(=O)O)o2)cc1 – RNase H inhibition = 0%

The listing continues:
SMILES	RNase H inhibition
COc1ccc(-c2cc(-c3ccccc3)nc(Br)c2C#N)cc1	9%
C/C(=N\N=C1\NC(=O)C(CC(=O)Nc2ccccc2[N+](=O)[O-])S1)c1ccc(Br)cc1 (configuration not stated)	16%
Cc1ccccc1C(=O)NC(NC(=O)c1ccccc1C)c1cccc([N+](=O)[O-])c1	7%
Clc1ccccc1CN1CCN(N=Cc2ccccc2Br)CC1	12%
Cc1ccc(N2CC(C(=O)Nc3ccccn3)CC2=O)cc1 (configuration not stated)	9%
CCC(C)c1ccc(NS(=O)(=O)c2ccc(NC(C)=O)cc2)cc1 (configuration not stated)	12%
CCOc1cc(/C=C2\SC(=S)N(CC)C2=O)ccc1OCCOc1ccc(C)cc1C	5%
COc1ccc(CNC(=O)CN(c2ccc(Br)cc2)S(=O)(=O)c2ccccc2)cc1	5%
CCC(C)NC(=O)C1CN(S(=O)(=O)c2ccccc2)CCN1S(=O)(=O)c1ccccc1 (configuration not stated)	4%
COc1ccc(OCCCCOc2ccccc2F)cc1	12%
N#C/C(=C\n1cccc1-c1ccc([N+](=O)[O-])cc1)c1nn(-c2ccccc2)c(N)c1C#N	8%
OCCNCCCCOc1cccc(Cl)c1	0%
CN1C2=C(C(=O)CC(C)(C)C2)C(c2cccs2)C2=C1CC(C)(C)CC2=O	10%
CC1=C(C(=O)OCCC#N)C(c2cccc([N+](=O)[O-])c2)NC(=O)N1 (configuration not stated)	4%
COc1cccc(/C=C2\SC(=S)N(NC(=O)c3ccccc3)C2=O)c1	7%
Cc1nnc(C)n1/N=C/c1ccc(Cl)c([N+](=O)[O-])c1	1%
CCc1ccc(OCC(=O)c2ccc(O)c(CN(C)C)c2O)cc1	10%
O=Cc1cn(-c2ccccc2)nc1-c1cccc([N+](=O)[O-])c1	0%
CCCCC1(C)OC(=O)C(=Cc2c[nH]c3ccccc23)C(=O)O1 (configuration not stated)	2%
CC1=Nc2ccccc2/C1=C/c1sc(=N)n(-c2cc(C)ccc2C)c1O	44%
Cc1c(Cl)cccc1C1OC2(C(=O)c3ccccc3C2=O)C2C(=O)N(c3ccc(Br)cc3)C(=O)C12 (configuration not stated)	20%
O=C1C(=Cc2cc(Br)ccc2O)C(=O)c2ccccc21	9%
COc1ccc(C2CC(=O)C3=C(C2)NC(C)=C(C(=O)OCC(C)C)C3c2ccc3c(c2)OCO3)cc1 (configuration not stated)	7%
C/C(=N/N=C/c1ccc(N(C)C)cc1)c1ccccc1	27%
COc1ccc2c(C)cc(=O)oc2c1C	4%

Molecules shown so far that have fluorine, in the order listed:
SMILES	RNase H inhibition
COC(=O)c1cc2nc(-c3ccc(OC)c(OC)c3)cc(C(F)(F)F)n2n1	3%
COc1cccc(C(=O)N2c3ccccc3C(N(C(=O)C(F)(F)F)c3ccccc3)CC2C)c1 (configuration not stated)	19%
CCN1CCN(Cc2c(O)ccc3c(=O)c(-c4ccccc4OC)c(C(F)(F)F)oc23)CC1	0%
FC(F)(F)c1ccc2c(c1)N(CCCN1CCN(C3C4CC5CC(C4)CC3C5)CC1)c1ccccc1S2 (configuration not stated)	3%
O=C(Nc1ccc(F)c([N+](=O)[O-])c1)c1ccc(-c2ccc(Cl)cc2Cl)o1	7%
COc1ccc(OCCCCOc2ccccc2F)cc1	12%

Arranged by molecular weight (smallest number first): some entries from above
SMILES	RNase H inhibition
CC1CCCC(N2CCN(Cc3cccnc3)CC2)C1 (configuration not stated)	5%
C(=NN1CCN(Cc2ccccc2)CC1)c1ccncc1	14%
COc1ccc(C2C=C(Nc3ccc(C)cc3)C(=O)N2c2ccc(C)cc2)cc1OC (configuration not stated)	17%

More entries:
SMILES	RNase H inhibition
Cc1ccc(NC(=S)NC(=O)/C=C/c2ccccc2)cc1Cl	51%*
Cc1ccc(N(C(=O)COc2ccc(Cl)cc2Cl)C2C=CS(=O)(=O)C2)cc1 (configuration not stated)	13%
COc1ccc(NC(=O)CN(c2ccc(Cl)cc2)S(C)(=O)=O)cc1Cl	7%
COC(=O)C1=C(C)N=c2s/c(=C/c3ccccc3OC(C)=O)c(=O)n2C1c1ccc(OC(C)=O)cc1 (configuration not stated)	15%
CC(/C=N/Nc1nnc2c(n1)[nH]c1ccccc12)=C\c1ccco1	18%
Cc1ccc(Nc2cc(C)c(O)c(C)c2)cc1	3%
COc1cc(/C=C2\SC(=S)NC2=O)cc([N+](=O)[O-])c1O	9%
CSc1ccc(/C=C2\C(=O)NC(=S)N(c3ccc(Br)cc3)C2=O)cc1	10%
COc1ccc(CCNC(=O)c2cc(Cl)ccc2Cl)cc1OC	0%
Cc1ccc(C(C)C)c(OCC(=O)Nc2cccnc2)c1	15%
CC12CN3CC(C)(CN(C1)C3c1ccccc1[N+](=O)[O-])C2O (configuration not stated)	1%
O=C(Nc1ccccc1)Nc1ccc(F)c(Cl)c1	3%
COc1cc(N2C(=O)NC(=O)/C(=C\c3ccccc3OC)C2=O)c(OC)cc1Cl	0%
O=C1C2C3C=CC(C3)C2C(=O)N1c1cc(C(F)(F)F)ccc1Cl (configuration not stated)	12%
O=C(Nc1ccc2oc(-c3ccccc3Cl)nc2c1)c1cc2ccccc2o1	4%
CCOc1ccc(C=Nc2ccc(Nc3ccccc3)cc2)cc1	21%
CSc1ccc(CN2CCc3c([nH]c4ccccc34)C2)cc1	6%
CC12CCC(C(=O)N(NC(=O)c3ccc(O)cc3)C1=O)C2(C)C (configuration not stated)	10%
CCOc1ccc(C(=O)Nc2ccc3oc(-c4ccccc4Br)nc3c2)cc1[N+](=O)[O-]	18%
Cc1ccc(C(=O)Nc2cc(-c3cccc(C)c3)[nH]n2)cc1	14%
O=C(Oc1ccc2c3c(c(=O)oc2c1)CCCC3)C1CC1	3%
Cc1cccc(Cl)c1NC(=O)C1CC(=O)N(c2ccc(Br)cc2)C1 (configuration not stated)	6%
Cc1ccc(Cn2c(NC(=O)c3cccs3)nc3ccccc32)cc1	8%
COc1ccc(/C=N/Nc2cc(N3CCOCC3)ncn2)c(OC)c1	3%
Cc1ccc(OCCSc2nc3ccccc3n2CCC(=O)O)c(C(C)C)c1	6%

Next results follow.
SMILES	RNase H inhibition
O=C1C=CC(=O)C(c2cccc(C(F)(F)F)c2)=C1	71%*
CCN(CC)c1ccc(/C=N/NC(=O)c2cccc(Cl)c2)cc1	29%
Oc1ccc(C=NCC(F)(F)C(F)(F)C(F)(F)C(F)F)cc1	0%
COc1ccccc1C1NC(=O)NC(C)=C1C(=O)OC(C)C (configuration not stated)	8%
COc1ccc(C2CC(C(F)(F)F)n3ncc(C(=O)N4CCN(Cc5ccccc5)CC4)c3N2)cc1OC (configuration not stated)	3%
Cc1cc(C)c(S(=O)(=O)Nc2c(C)cccc2C)c(C)c1	15%
COc1ccccc1CN1CCN(Cc2cccc([N+](=O)[O-])c2)CC1	16%
Cc1ccc(C(=O)Nc2ccc(O)c(-c3nc4cc(C)c(C)cc4o3)c2)cc1	0%
COc1ccc(C(=O)NC(=S)Nc2ccc(Cl)c([N+](=O)[O-])c2)cc1	3%
O=C(Nc1nnc(COc2ccc(Br)cc2)s1)C1CCCCC1	19%
N#Cc1c(NC(=O)C(F)(F)F)sc2c1CCCC2	15%
O=C(NCC1CCCO1)c1ccc(S(=O)(=O)N2CCOCC2)cc1 (configuration not stated)	1%
CCCN(CCC)S(=O)(=O)c1ccc(C(=O)Nc2ccc(S(=O)(=O)Nc3nnc(CC)s3)cc2)cc1	15%
O=S(=O)(Nc1ccc(O)c2ccccc12)c1ccc2ccccc2c1	15%
Oc1cccc(/C=N/Nc2cc(N3CCCCC3)nc(N3CCCCC3)n2)c1	19%
Brc1ccc(-c2nc(Cc3ccccc3)no2)cc1	11%
Cc1ccc(NS(=O)(=O)c2ccc(C)c([N+](=O)[O-])c2)cc1	0%
COc1cc(Br)ccc1NC(=O)c1ccccc1-c1ccccc1C(=O)O	0%
CCCCOc1nc(NC(=O)NS(=O)(=O)c2ccccc2C(=O)OC)nc(-c2ccccc2)n1	4%

High-throughput results deposited in PubChem by MTDP.

This is a subset (hit frequency here may not be typical).
